# Nrf2 inh: blocks Nrf2 signaling | 360,000 compounds, 2.1% hits | Potency, µM (doses to about 46 µM), for the others: top-dose activity change, negative = inhibition, most hits filed as inhibitors | A549 ARE-Fluc reporter, luciferase luminescence, 18-24 h; note: potency is the fitted concentration of half-maximal effect; % is set by controls: 0 for no effect and ±100 for the full control effect; nearly all actives have a fitted effect of over 60% in size
#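 Quantitative HTS in A549 cells stably bearing an antioxidant response element-firefly luciferase construct. Inhibition of Nrf2-driven transcription was scored by luminescence after 18-24 h of compound exposure at 37 °C.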
# TGFb inhibitor: inhibitors of TGF-b signaling | HepG2 CAGA-GFP TGF-b/SMAD3 reporter, GFP fluorescence, 18 h; TGF-beta stimulated, 500 pg/mL final | Potency, µM (titrated, usually from 46.1 µM), without a hit: top-dose activity, negative = inhibition, actives largely listed as inhibitors | 410,000 compounds, 1.2% hits; note: potency is the fitted concentration of half-maximal effect; % is set by controls: 0 for no effect and ±100 for the full control effect; nearly all actives have a fitted effect of over 65% in size
#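 Cell-based qHTS in HEPG2 carrying a CAGA-GFP Smad reporter; compounds added before 500 pg/mL final TGF-beta, 18 h incubation at 37 degrees C, GFP fluorescence quantified per cell by imaging cytometry.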
# Nrf2 ARE act: activators of Nrf2 (ARE) signaling; AREc32 ARE-luciferase reporter (MCF7-derived line), luminescence, 24 h; Potency, µM (highest dose often 46.1 µM), without a hit: top-dose activation, most hits filed as activators; 410,000 compounds, 0.31% hits; AID 624171; note: potency is the fitted concentration of half-maximal effect; % of control where 0% means no effect; nearly all actives have a fitted effect of over 65% in size
#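 Steps: seed AREc32_Fluc cells (1000/well, 5% FBS OPTI-MEM); incubate overnight at 37 deg C; add 23 nL compound; incubate 24 hr; add Steady-Glo; hold 30 min RT; read luminescence.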
# S2 tox: cell viability loss in ATXN counter-screen; Potency, µM (top dose mostly 56.7 µM), usual class: cytotoxic; S2 cells (HEK-293 line with an ATXN2-luciferase reporter) viability, CellTiter-Fluor protease fluorescence, 24 h; AID 651635; 400,000 compounds, 0.49% hits; note: potency is the fitted concentration of half-maximal effect; nearly all actives have a fitted effect of over 40% in size
# IL-2 act: activators of IL-2; IL-2 activation reporter assay, cell-based qHTS; stimulated with anti-CD3/CD4/CD28 beads; in transgenic mouse T cells; activation, % (series mostly up to about 46 µM); 360,000 compounds, 0.065% hits; in the data active = activation above about 50%; inconclusive = mostly about 30% to 49%; note: 0% is about no effect
#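 Unstimulated transgenic mouse T cells preincubated 60 min with compound, then stimulated with anti-CD3/anti-CD4-coated beads plus anti-CD28 for 18 h at 37 degrees C. IL-2 response read as EGFP and DsRed fluorescence by plate cytometry.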
# A549 tox: kills or reduces viability of A549 cells in Nrf2 counter-screen; Potency, µM (highest dose often 46 µM), for the others: at the highest dose activity change, negative = cytotoxicity, hits mostly inhibitors; 390,000 compounds, 0.16% hits; AID 504648; A549 ARE-Fluc cells, CellTiter-Fluor viability, 18-24 h; note: potency is the fitted concentration of half-maximal effect; % is set by controls: 0 for no effect and ±100 for the full control effect
#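 A549 ARE_Fluc cells in 5% FBS OPTI-MEM were exposed to compounds in concentration-response for 18-24 h at 37 deg C. Viability was read by CellTiter-Fluor fluorescence (Ex 405/Em 525) after 30 min, before the luciferase read.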
# HepG2 viability: counter-screen for TGF-b inhibitors: cytotoxicity in HepG2 cells; HepG2 CAGA-GFP viability, ATP luminescence, 18 h; Potency, µM (top dose mostly 46.1 µM), inactives show top-dose activity change, negative = cytotoxicity, hits mostly cytotoxic; 410,000 compounds, 0.76% hits; note: potency is the fitted concentration of half-maximal effect; some results filed as inactive show a strong effect at the top dose
#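 HepG2 CAGA-GFP cells (1000/well, DMEM with 1% FBS) received compound, then TGF-beta at 500 pg/mL final, and were incubated 18 hours at 37 degrees C. Viability was read by CellTiter-Glo luminescence. Media-only wells were set as complete cell-killing and DMSO as no toxicity.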
# ATXN2 expr inh: reduces ATXN2 reporter expression in HEK-293 cells; HEK-293 ATXN2-luciferase reporter, luminescence, 24 h; Potency, µM (series often up to 57 µM), inactives show at the top dose activity change, negative = inhibition, most hits filed as inhibitors; 360,000 compounds, 0.72% hits; note: potency is the fitted concentration of half-maximal effect; % is set by controls: 0 for no effect and ±100 for the full control effect; nearly all actives have a fitted effect of over 55% in size
#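 ATXN2-luciferase reporter cells (luciferase flanked by upstream and downstream ATXN2 gene portions) were treated 24 h at 37 °C with compounds at up to 57 uM. SteadyGlo luminescence gave expression; GF-AFC fluorescence gave viability.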
# EPAC2 ag: EPAC2 (human) agonism. AID 720711. Q8WZA2. EPAC2 activation, biochemical qHTS; response scale: 100% = 6.5 mM cAMP response. 360,000 compounds, 0.079% hits. Potency, µM (top dose mostly 154 µM), without a hit: at the highest dose activation, usual class: activators; note: potency is the fitted concentration of half-maximal effect; nearly all actives have a fitted effect of over 50% in size
# Target sequence (Q8WZA2 whole entry, looked up): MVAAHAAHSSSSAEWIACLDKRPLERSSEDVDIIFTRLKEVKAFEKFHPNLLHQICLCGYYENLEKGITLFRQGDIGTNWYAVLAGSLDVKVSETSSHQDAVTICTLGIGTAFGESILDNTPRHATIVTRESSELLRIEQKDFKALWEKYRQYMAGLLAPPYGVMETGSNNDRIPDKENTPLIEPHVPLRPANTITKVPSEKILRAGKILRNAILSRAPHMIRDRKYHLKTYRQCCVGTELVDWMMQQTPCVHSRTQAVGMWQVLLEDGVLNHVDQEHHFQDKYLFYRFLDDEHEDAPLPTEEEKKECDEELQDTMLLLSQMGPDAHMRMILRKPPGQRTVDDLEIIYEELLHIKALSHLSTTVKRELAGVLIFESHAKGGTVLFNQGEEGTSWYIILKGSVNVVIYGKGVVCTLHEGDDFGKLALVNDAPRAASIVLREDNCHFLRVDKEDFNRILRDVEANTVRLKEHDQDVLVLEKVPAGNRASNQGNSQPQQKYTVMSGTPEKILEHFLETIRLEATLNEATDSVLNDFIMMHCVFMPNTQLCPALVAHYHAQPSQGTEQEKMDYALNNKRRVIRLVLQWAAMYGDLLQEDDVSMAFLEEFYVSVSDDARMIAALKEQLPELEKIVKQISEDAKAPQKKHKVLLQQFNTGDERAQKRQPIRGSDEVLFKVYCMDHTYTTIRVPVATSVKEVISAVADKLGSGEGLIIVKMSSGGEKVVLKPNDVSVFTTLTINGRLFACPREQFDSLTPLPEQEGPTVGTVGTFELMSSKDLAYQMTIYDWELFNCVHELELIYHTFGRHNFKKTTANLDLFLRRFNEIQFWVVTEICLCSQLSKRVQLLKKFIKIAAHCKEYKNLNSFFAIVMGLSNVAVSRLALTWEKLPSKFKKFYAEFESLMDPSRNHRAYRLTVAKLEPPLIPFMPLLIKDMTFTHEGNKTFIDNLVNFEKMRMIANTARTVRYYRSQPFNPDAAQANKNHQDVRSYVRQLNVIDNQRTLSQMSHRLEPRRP
#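 Compounds were added across a concentration range to EPAC2 (100 nM), RAP1B-BODIPY-GDP (250 nM) and GDP (50 uM). After 5 min at room temperature, fluorescence was recorded at 5-min intervals for 30 min.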
# * marks the source's active call; other numbers are inactive results; i = inactive; ? = inconclusive; / = no result given; & = joins results of further samples; [ ] = another dose, or the depositor's remark. Unless noted, calls come from the whole dose curve; as a rule, active = well fitted curve in the direction sought with a large enough effect; inconclusive = small, poorly fitted or top-dose-only effect, or another doubt; inactive = no such curve, though single readings can be large; an effect the other way counts as inactive or inconclusive.
1: CCN(CC)S(=O)(=O)c1ccc(NC(=O)CN(c2cccc(C)c2)S(C)(=O)=O)cc1
2: O=[N+]([O-])c1ccc2cccnc2c1
3: Cc1c(/C=N\NC(=O)C2COc3ccccc3O2)c2ccccc2n1C (stereo not given)
4: CC1(C(=O)NS(=O)(=O)c2ccccc2Cl)CCN1C(=O)CC1CCCCC1 (stereo not given)
5: COc1ccccc1CNC(=O)CCNS(=O)(=O)c1cccc2nsnc12
6: CCC(CC)NC(=O)CSc1ccc(S(=O)(=O)N2CCOCC2)cn1
7: COc1ccc(NC(=O)c2cc(-c3ccccc3Cl)on2)cc1
8: Cc1ccccc1NC(=O)Cn1nnc(-c2ccc(N3CCOCC3)cc2)n1

compound no.	1	2	3	4	5	6	7	8
Nrf2 inh	?	/	?	/	13%[9.27 µM]	5%	9%	-5%
TGFb inhibitor	12%	22%	8.9µM*	-1%	19%&2%	1%	10%	18%
Nrf2 ARE act	-0.4%	6.8%	-0.2%[9.22 µM]	0.4%	-0.4%&0.3%	-0.9%	?	4.0%
S2 tox	i	i	?	i	i	i	i	i
IL-2 act	-0.7	-0.6	0.5	-0.6	-1.2	-0.2	-0.5	-0.7
A549 tox	-1%	/	-12%	/	0%&9%	1%	-17%	/
HepG2 viability	-40%	18%	-2%	-1%	4%&-4%	-18%	-18%	-1%
ATXN2 expr inh	0%	/	14%	15%	-9%&-7%	11%	/	-5%
EPAC2 ag	9%	11%	0%	3%	2%	4%	7%	-1%

9: COC(=O)c1ccc(S(=O)(=O)N2CCC(O)CC2)n1C
10: O=C(O)Cn1nnn(-c2ccccc2)c1=S
11: Cc1cc(N=Cc2cc(Br)ccc2O)no1
12: CC[C@]12c3[nH]c4cc(-c5ccco5)ccc4c3CCN1C(=O)[C@@H](CC(=O)NCc1ccco1)C[C@@H]2C(=O)N1CCN(C(=O)C2CC2)CC1
13: O=C(NCc1ccc2c(c1)OCO2)C1CCCN(C(=O)c2ccc(Cl)cc2)C1 (stereo not given)
14: CCN1C(=O)/C(=C\c2nc3ccccc3c(=O)n2-c2ccccc2)c2ccccc21
15: CCOC(=O)CNC(=O)N1CCCC(CNS(=O)(=O)c2cccs2)C1 (stereo not given)
16: Cc1ccc(S(=O)(=O)N2CCC(N3CCC(C)CC3)CC2)cc1

compound no.	9	10	11	12	13	14	15	16
Nrf2 inh	4%	5%	-15%	5%	5%	-30%	7%	1%
TGFb inhibitor	-9%	16%	32%[activator]	-1%	-14%	15%	0%	3%
Nrf2 ARE act	-0.1%	0.2%	-0.7%	6.2%	-0.5%	0.6%	2.4%	0.3%
S2 tox	i	i	?	i	i	?	i	i
IL-2 act	-0.4	-1.7	6.3	0.2	0.4	0.4	4.1	2.5
A549 tox	-2%	8%	-20%	-8%	-3%	-12%	0%	3%
HepG2 viability	-26%	-32%	-26%	2%	-1%	-21%	0%	-12%
ATXN2 expr inh	3%	6%	0%	-2%	-4%	0%	9%[11.3 µM]	0%
EPAC2 ag	6%	11%	1%	10%	-6%	-4%	-3%	12%

17: O=C(NCCCN1CCCC1)c1ccc2c(c1)N(Cc1ccccc1)CCS2
18: CCN(CC)CCCN(C(=O)Cn1nnc(-c2ccc(OC)c(OC)c2)n1)C(C(=O)NC(C)(C)C)c1ccc(F)cc1 (stereo not given)
19: CCc1nc2ccc(C(=O)N3CCN(S(=O)(=O)CC)CC3)cn2c1N(CC)CCN(C)C
20: Cc1ccccc1C(=O)Nc1nc2n(n1)C(c1ccccc1)CC(=O)N2 (stereo not given)
21: COc1ccc(CNC(=O)CCCc2cn(C)c3ccccc23)c(OC)c1
22: O=S(=O)(NCCSc1ccccc1)c1cccs1
23: [N-]=[N+]=N[C@@H](CCN1CC[C@H](NC(=O)OCc2ccccc2)CCC1=O)c1ccccc1
24: O=C(CSc1nc2ccccc2o1)Nc1nncs1

compound no.	17	18	19	20	21	22	23	24
Nrf2 inh	0%	8%	/	1%	/	-12%	3%	-18%
TGFb inhibitor	?	-16%	36%	9%	?	-6%	?	4%
Nrf2 ARE act	1.2%	-0.6%	-0.5%	0.1%	2.6%	0.0%	6.0%	0.3%
S2 tox	i	i	?	/	/	i	i	i
IL-2 act	3.4	0.2	-0.3	-1.9	/	-1.4	0.0	-0.1
A549 tox	0%	-5%	/	4%	-2%	-1%	2%	-11%
HepG2 viability	-87%	1%	12%	8%	-61%	0%	-18%&-1%	14%
ATXN2 expr inh	-30%	/	6%	/	/	3%	-6%	5%
EPAC2 ag	11%	5%	13%	4%	/	4%	17%	-16%

25: Cc1c(CCC(=O)NC2CC2)c(=O)oc2c(C)c(O)ccc12
26: CSc1nnc([C@H](C)NC(=O)OC(C)(C)C)o1
27: COc1cc(-c2nnc(NC(=O)C3=COCCO3)o2)cc(OC)c1OC
28: CCOC(=O)c1cccc(NC(=O)NCc2ccc3c(c2)CCN3C(=O)CC)c1
29: CCC(=O)Nc1ccc(NC(=S)NC(=O)c2cc3ccccc3o2)cc1
30: Cc1cc(C)c(C(=O)CSC2=NC(N)=C(C#N)C3(CCCCC3)C2C(N)=O)cc1C (stereo not given)
31: CC(C)c1ccc(CCNC(=O)CCNC(=O)c2ccc(Br)cc2)cc1
32: COc1ccc(-n2c(SCC(=O)N3CCCCC3)nc(O)cc2=O)cc1

compound no.	25	26	27	28	29	30	31	32
Nrf2 inh	?	?	5%	/	-17%	?	5%	6%
TGFb inhibitor	2%	1%	0%	?	-2%	-31%	8%	1%
Nrf2 ARE act	0.5%	0.1%	-0.5%	4.3%	-0.2%	6.5%	-0.8%	-0.3%
S2 tox	/	i	i	?	?	?	i	i
IL-2 act	-0.3	-1.1	-2.4	/	0.3	-1.1	0.7	-2.2
A549 tox	17%	-2%	0%	4%	-3%	-10%	-3%	10%
HepG2 viability	-14%	-7%	-3%	-16%	6%	19%	1%	3%
ATXN2 expr inh	0%	1%	-5%	-21%	-7%	-37%	3%	8%
EPAC2 ag	5%	2%	8%	/	5%	11%	2%	-3%

33: COc1ccc(Cc2nc3c4c(ncn3n2)Oc2ccc3ccccc3c2C4c2ccc(OC)c(OC)c2)cc1 (stereo not given)
34: Cc1c(NC(=O)CN2CCCc3ccccc32)c(=O)n(-c2ccccc2)n1C
35: O=C(Cc1nn[nH]n1)Nc1cc(Cl)cc(Cl)c1
36: COc1ccc(NC(=O)C2=Cc3cccc(OC)c3OC2)cc1
37: CC(C)(C)c1ccc(OCCC(=O)Nc2cccc(S(=O)(=O)N3CCCCC3)c2)cc1
38: COc1ccc2[nH]c3c(c2c1)CCN1C(=O)C(CC(=O)NC/C=C(\C)CCC=C(C)C)C[C@H](C(=O)N(C(C)C)C(C)C)[C@@]31C (stereo not given in full)
39: CC(C)N(CCNC(=O)C1CCC(=O)N1Cc1ccc(F)cc1)Cc1ccccc1 (stereo not given)
40: Cc1ccc(S(=O)(=O)N2CCOCC2)cc1NC(=O)CN1C(=O)NC(C)(c2ccc(Cl)cc2Cl)C1=O (stereo not given)

compound no.	33	34	35	36	37	38	39	40
Nrf2 inh	-7%	4%	1%	?	?	?	-7%	1%
TGFb inhibitor	-10%	-2%	4%	0%	?	16µM*	-1%	0%
Nrf2 ARE act	0.1%	0.3%	0.7%	9.5%	5.1%	-0.9%	-0.3%	3.7%
S2 tox	i	i	i	?	i	i	i	i
IL-2 act	1.8	-2.3	0.0	0.0	-4.4	-0.5	1.4	0.0
A549 tox	11%	1%	0%	-17%	-13%	?	-1%	5%
HepG2 viability	-3%	4%	-4%	-21%	-14%	-103%	8%	-19%
ATXN2 expr inh	-9%	-8%	/	17%	-7%	2%	-12%	-18%
EPAC2 ag	5%	9%	-6%	-2%	-3%	-4%	4%	11%

41: NC(=O)c1ccc(-n2nnnc2SCC(=O)Nc2ccccc2-c2ccccc2)cc1
42: Cn1c(SCC(=O)NC2CCCCC2)nnc1-c1cc2ccccc2o1
43: Cc1cc(-c2ccccc2)cc(-c2ccccc2)[n+]1C
44: COc1ccc(C)cc1NC(=O)C(=O)NCCc1csc(-c2ccc(C)cc2)n1
45: O=C(CS(=O)(=O)c1cn(Cc2ccc(F)cc2)c2ccccc12)N1CCOCC1

compound no.	41	42	43	44	45
Nrf2 inh	?	2%	12µM*	/	-4%
TGFb inhibitor	4%	1%	-25%	0%	-10%
Nrf2 ARE act	0.4%	0.0%	0.4%	0.4%	0.9%
S2 tox	i	?	i	/	i
IL-2 act	-0.3	-2.0	-5.3	/	-0.3
A549 tox	8%	1%	-12%	15%	1%
HepG2 viability	-20%	-3%	0%	-5%	-27%
ATXN2 expr inh	-2%	25%	-23%	/	-24%
EPAC2 ag	18%	-16%	1%	/	4%

# From compound 44 as far as 45, as listed above:
44: COc1ccc(C)cc1NC(=O)C(=O)NCCc1csc(-c2ccc(C)cc2)n1
45: O=C(CS(=O)(=O)c1cn(Cc2ccc(F)cc2)c2ccccc12)N1CCOCC1

compound no.	44	45
Nrf2 inh	/	-4%
TGFb inhibitor	0%	-10%
Nrf2 ARE act	0.4%	0.9%
S2 tox	/	i
IL-2 act	/	-0.3
A549 tox	15%	1%
HepG2 viability	-5%	-27%
ATXN2 expr inh	/	-24%
EPAC2 ag	/	4%

# Whole records from above. Order of values: Nrf2 inh | TGFb inhibitor | Nrf2 ARE act | S2 tox | IL-2 act | A549 tox | HepG2 viability | ATXN2 expr inh | EPAC2 ag
# COc1ccc(C)cc1NC(=O)C(=O)NCCc1csc(-c2ccc(C)cc2)n1 in the list: / | 0% | 0.4% | / | / | 15% | -5% | / | /
# NC(=O)c1ccc(-n2nnnc2SCC(=O)Nc2ccccc2-c2ccccc2)cc1 in the list: ? | 4% | 0.4% | i | -0.3 | 8% | -20% | -2% | 18%

# Source: PubChem BioAssay (National Center for Advancing Translational Sciences (NCATS))
